Screening data from PubChem BioAssay.
D2 PAM: HTS Assay for Positive Allosteric Modulators of the Human D2 Dopamine Receptor: Primary Screen for Potentiators | D(2) dopamine receptor (Homo sapiens), P14416 | HEK293 T-REx D2, calcium flux, EC20 dopamine potentiation | potentiation, % at 10 µM | 0.34% of 340,000 active | AID 485347, 2010;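 active means potentiation over 3 SD above the plate norm, cut at about 30% in these data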; further: 0% is about no effect
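Cells plated with tetracycline inducer and held overnight at 30 C; calcium dye loaded 30–90 min at room temperature; baseline taken, compound added and read 180 s; EC20 dopamine then added and read 180 s.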
D2 antagonist: HTS Assay for Allosteric Antagonists of the Human D2 Dopamine Receptor: Primary Screen for Antagonists; D(2) dopamine receptor (Homo sapiens), P14416; HEK293 TREx D2 cells, calcium flux, dopamine EC80; inhibition, % at 10 µM; 2% of 340,000 active; in the data active means inhibition above about 30%; further: 0% is about no effect
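Calcium mobilization kinetics were recorded at 1 s intervals in tetracycline-induced HEK293 T-REx D2 cells, first for 180 s after compound addition and then 180 s after EC80 dopamine.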
D1 agonist: Allosteric Agonists of the Human D1 Dopamine Receptor: qHTS; D(1A) dopamine receptor (Homo sapiens), P21728; HEK293 T-REx D1 cells, calcium flux, agonist mode; activation, % at 2 µM; 1% of 360,000 active; in the data active means activation above about 30%; further: 0% is about no effect
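Tetracycline-induced HEK293 TREx D1 cells, force-coupled to calcium signalling, were dye-loaded with a no-wash calcium kit. Compound was pin-added after a 10 s baseline. Fluorescence was read kinetically at 1 cycle/s for 180 s, with calcium rises flagged as agonism.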
TRHR enhancer: qHTS for Small Molecule Agonists and Allosteric Enhancers of Human TRH Receptor: Primary Screen for Enhancers; enhancement, % at 2 µM; Thyrotropin-releasing hormone receptor (Homo sapiens), P34981; 0.66% of 360,000 active; AID 493056, 2011; TRHR cells, fluo-8 calcium fluorescence, EC20 TRH enhancement; in the data active means enhancement above about 30%; further: 0% is about no effect
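Enhancer read-out: after compound pinning and an initial kinetic agonist-mode read, an EC20 of TRH (10 nM final) was injected and fluo-8 calcium signal (Ex 480/Em 530) followed at 1 s/cycle for 100 cycles in TRHR-expressing cells.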
D2 ag: HTS Assay for Allosteric Agonists of the Human D2 Dopamine Receptor: Primary Screen for Agonists. D(2) dopamine receptor (Homo sapiens), P14416. HEK293 T-REx D2 cells, calcium flux agonist mode. activation, % at 2 µM. 0.53% of 340,000 active. AID 485358, 2010;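 active means activation over 3 SD above normal in the single-dose calcium agonist read, cut at about 30% in these data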; further: 0% is about no effect
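Tetracycline-induced HEK293 T-REx cells with force-coupled D2 receptor, plated overnight at 30 C, loaded with no-wash calcium dye. After a 10 s baseline, compound was pin-added and calcium flux read kinetically for 180 s; calcium rises flagged agonists.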
RXFP1 antag: qHTS Assay for Antagonists of the Relaxin Receptor RXFP1; HEK293-RXFP1, relaxin-stimulated cAMP HTRF, 30 min; hits give low values; activity change, negative = inhibition, % at 57.5 µM; 0.59% of 350,000 active; AID 1259400, 2018;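 active means activity change of -60% or lower, but not beyond a set lower limit; inconclusive means change between -60% and -40%, or beyond the set limit; inactive means change above -40%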; further: on the % scale 0 is the no-effect control and ±100 the full control effect
Target sequence (Q9HBX9 whole entry, looked up): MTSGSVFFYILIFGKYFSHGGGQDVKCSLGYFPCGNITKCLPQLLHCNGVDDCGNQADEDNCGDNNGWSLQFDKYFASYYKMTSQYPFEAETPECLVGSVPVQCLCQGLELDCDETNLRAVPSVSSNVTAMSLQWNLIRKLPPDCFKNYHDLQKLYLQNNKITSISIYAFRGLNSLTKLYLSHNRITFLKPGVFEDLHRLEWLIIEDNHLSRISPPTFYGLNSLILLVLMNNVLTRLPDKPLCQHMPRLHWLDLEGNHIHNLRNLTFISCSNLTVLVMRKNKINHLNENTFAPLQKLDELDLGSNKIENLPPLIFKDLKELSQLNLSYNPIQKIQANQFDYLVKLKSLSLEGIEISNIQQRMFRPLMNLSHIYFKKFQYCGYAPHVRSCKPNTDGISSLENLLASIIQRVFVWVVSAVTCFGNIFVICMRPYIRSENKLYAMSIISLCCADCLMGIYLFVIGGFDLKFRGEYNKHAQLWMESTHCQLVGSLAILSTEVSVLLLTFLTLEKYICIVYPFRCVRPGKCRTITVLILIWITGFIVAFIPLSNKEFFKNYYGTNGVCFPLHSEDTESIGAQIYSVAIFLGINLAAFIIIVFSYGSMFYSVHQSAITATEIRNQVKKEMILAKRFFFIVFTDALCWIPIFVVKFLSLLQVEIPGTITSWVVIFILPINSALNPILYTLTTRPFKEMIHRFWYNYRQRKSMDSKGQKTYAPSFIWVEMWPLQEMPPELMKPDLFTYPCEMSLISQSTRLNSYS
D1 potentiator: Potentiators of Human D1 Dopamine Receptor: qHTS; D(1A) dopamine receptor (Homo sapiens), P21728; HEK293 TREx D1 cells, calcium flux, dopamine EC20 potentiation; potentiation, % at 10 µM; 0.036% of 360,000 active; AID 504651, 2011; in the data active means potentiation above about 30%; further: 0% is about no effect
RXFP1 ag: qHTS Assay for Agonists of the Relaxin Receptor RXFP1 | Relaxin receptor 1 (Homo sapiens), Q9HBX9 | HEK293T-RXFP1 cAMP TR-FRET, 30 min; response scale: percent of porcine relaxin response, buffer zero | Potency, µM (highest dose often 57.5 µM), for inactives: at the top dose activation, most hits filed as activators | 0.3% of 370,000 active; active means well fitted activation curve with a large enough effect; inconclusive means small, poorly fitted or top-dose-only effect; further: potency means the concentration at half of the fitted maximal effect; on the % scale 0 is the no-effect control and ±100 the full control effect; nearly all actives have a fitted effect of over 60% in size; many of its hits are not listed in these tables
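cAMP rise read by TR-FRET after 30 min, 37C compound exposure (up to 58 uM) in RXFP1-transfected HEK293 cells with Ro 20174 present. EC50 from Hill-equation fits, with 29 nM porcine relaxin as 100% and buffer as basal.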
D1 antag: Antagonist of Human D 1 Dopamine Receptor: qHTS | D(1A) dopamine receptor (Homo sapiens), P21728 | HEK293 TREx D1 cells, calcium flux, dopamine EC80; hits give low values | activity change, negative = inhibition, % at 10 µM | 3.2% of 360,000 active | AID 504652, 2011; in the data active means activity change below about -30%; further: on the % scale 0 is the no-effect control and ±100 the full control effect
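Antagonism measured as reduced calcium response to an EC80 dopamine addition following 180 s compound pre-read; cells were inducible HEK293 Trex D1 plated overnight at 30 C, read kinetically at 1 cycle/sec.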
Starred values were filed as active, the others as inactive; & = joins results of further samples.

O=C(CCNS(=O)(=O)c1ccc2c(c1)CCCC(=O)N2)NCc1ccccc1Cl was read as D2 PAM -2, D1 agonist 0, TRHR enhancer -6, D1 potentiator 2, RXFP1 ag -2.7% and D1 antag -16.
`O=C(c1cccc(S(=O)(=O)N2CCOCC2)c1)N1CCN(S(=O)(=O)c2cccs2)CC1` gave D2 PAM -1, D2 antagonist 42*, D1 agonist 3, TRHR enhancer 3, D2 ag 3.6, RXFP1 antag -19, D1 potentiator -3, RXFP1 ag 3.3% and D1 antag -10.
Cc1[nH]c2ccc(C(=O)NC3CCCC3)cc2c1C was read as D2 PAM -9, D2 antagonist 18, D1 agonist -2, TRHR enhancer -7, D2 ag -0.6, RXFP1 antag 0, D1 potentiator -10, RXFP1 ag 0.0% and D1 antag -4.
Screening C=CCn1c(Br)nc2c1c(=O)[nH]c(=O)n2C returned D2 PAM 6, D2 antagonist 2, D1 agonist 2, TRHR enhancer 0, D2 ag 0.7, RXFP1 antag -6, D1 potentiator -2, RXFP1 ag 0.5% and D1 antag -18.
Screening O=C(C(=O)N1CCCCC1)c1cn(CC(=O)N2CCCCCC2)c2ccccc12 returned D2 PAM 12, D2 antagonist 9, D1 agonist 2, TRHR enhancer -1, D2 ag 0.9, RXFP1 antag 6, D1 potentiator -9, RXFP1 ag 3.4% and D1 antag 15.
For CCN(CC)c1ncnc2c1cnn2C the results were D2 PAM 3, D2 antagonist -4, D1 agonist 3, TRHR enhancer -2, D2 ag 0.4, RXFP1 antag -11, D1 potentiator -1, RXFP1 ag 7.4% and D1 antag -5.
CCN(CC(=O)NCCCn1ccnc1)S(=O)(=O)c1ccc(C)cc1 was read as D2 PAM 6, D2 antagonist 7, D1 agonist 5, TRHR enhancer 11, D2 ag 1.6, RXFP1 antag -1, RXFP1 ag -1.4% and D1 antag 16.
CS(=O)(=O)Nc1ccc(-c2nnc3n2CCCCC3)cc1 was read as D2 PAM 5, D2 antagonist 6, D1 agonist 2, TRHR enhancer 13, D2 ag 0.5, RXFP1 antag -5, D1 potentiator -3, RXFP1 ag -3.8% and D1 antag 11.
For O=S(=O)(CCSc1nc2ccccc2o1)Cc1ccccc1 the results were D2 PAM 7, D2 antagonist 15, D1 agonist 15, TRHR enhancer 10, D2 ag 0.0, RXFP1 antag -18, D1 potentiator -1, RXFP1 ag -2.6% and D1 antag -26.
`Cc1cccc(Cn2nc(C)n3c(cc4cc(C)ccc43)c2=O)c1` gave D2 PAM -10, D1 agonist 8, TRHR enhancer 0, D1 potentiator 2, RXFP1 ag -1.1% and D1 antag -7.

Overlap with the part before: 3 compounds; new compounds follow.
CS(=O)(=O)Nc1ccc(-c2nnc3n2CCCCC3)cc1 was read as D2 PAM 5, D2 antagonist 6, D1 agonist 2, TRHR enhancer 13, D2 ag 0.5, RXFP1 antag -5, D1 potentiator -3, RXFP1 ag -3.8% and D1 antag 11.
For O=S(=O)(CCSc1nc2ccccc2o1)Cc1ccccc1 the results were D2 PAM 7, D2 antagonist 15, D1 agonist 15, TRHR enhancer 10, D2 ag 0.0, RXFP1 antag -18, D1 potentiator -1, RXFP1 ag -2.6% and D1 antag -26.
`Cc1cccc(Cn2nc(C)n3c(cc4cc(C)ccc43)c2=O)c1` gave D2 PAM -10, D1 agonist 8, TRHR enhancer 0, D1 potentiator 2, RXFP1 ag -1.1% and D1 antag -7.
CC1=Nc2cc(C(=O)NCc3ccc(C)cc3)ccc2Sc2ccc(Cl)cc21 was read as D2 PAM -1, D1 agonist 3, TRHR enhancer -6, D2 ag 0.8, RXFP1 antag inconclusive, D1 potentiator -6, RXFP1 ag -0.9% and D1 antag 4.
Cc1cc2oc(=O)c(CC(=O)O)c(C)c2c2occ(C(C)(C)C)c12 was read as D2 PAM 1, D2 antagonist -7, D1 agonist 7, TRHR enhancer 6, D2 ag -0.2, RXFP1 antag -1, D1 potentiator -3, RXFP1 ag -2.2% and D1 antag -5.
Screening COc1ccccc1C1=NOC(COc2ccc3c(C)cc(=O)oc3c2)C1 (stereo not drawn) returned D2 PAM -7, D2 antagonist -5, D1 agonist 5, TRHR enhancer -12, D2 ag -1.8, RXFP1 antag -15, D1 potentiator -1, RXFP1 ag 6.0% and D1 antag -2.
For Cc1cc2nn(-c3cccc4ccccc34)nc2cc1NC(=O)c1cccs1 the results were D2 PAM 3, D2 antagonist -7, D1 agonist 7, TRHR enhancer 7, D2 ag 0.9, RXFP1 antag -20, D1 potentiator -8, RXFP1 ag 1.8% and D1 antag -19.
`CCc1ccccc1NC(=O)C1CCN(c2cnccn2)CC1` gave D2 PAM -12&-12, D2 antagonist 0, D1 agonist 7&4, TRHR enhancer -3&-4, D2 ag 0.7&0.6, RXFP1 antag 2&-8, D1 potentiator -8&-1, RXFP1 ag 16%&14% and D1 antag 9&12.
`CCCCOc1ccc(C(=O)Nc2sc3c(c2C(=O)OCC)CCCCC3)cc1` gave D2 PAM 4, D1 agonist 1, TRHR enhancer 4, D2 ag -2.9, RXFP1 antag 6, D1 potentiator -2, RXFP1 ag -1.3% and D1 antag 1.
`O=C(Nc1nnc(S(=O)(=O)N2CCCCCC2)s1)c1ccccc1F` gave D2 PAM -3, D1 agonist 3&0, TRHR enhancer 18&13, D2 ag -0.4, RXFP1 antag -24, D1 potentiator -6&-2, RXFP1 ag 14%&4.4% and D1 antag 19&-4.
CCOC(=O)C1(CC2CCCCO2)CCN(S(=O)(=O)c2ccsc2)CC1 (stereo not drawn) was read as D2 PAM 1, D2 antagonist -10, D1 agonist 0, TRHR enhancer -6, D2 ag -0.2, RXFP1 antag 6, D1 potentiator -5, RXFP1 ag -0.7% and D1 antag -20.
Screening COC(C#CCCN(C)C)(c1ccccc1)c1ccccc1 returned D2 PAM -23, D2 antagonist 6, D1 agonist 4, TRHR enhancer -5, D2 ag -0.1, RXFP1 antag -12, D1 potentiator 1, RXFP1 ag -1.3% and D1 antag -14.
COc1cc(C(=O)NNC(=O)c2ccc3ccccc3n2)cc(OC)c1OC was read as D2 PAM -9, D2 antagonist 10, D1 agonist 4, TRHR enhancer 0, D2 ag 0.4, RXFP1 antag -2, D1 potentiator -4, RXFP1 ag 2.0% and D1 antag 33.
`CCOC(=O)C1=C(c2ccccc2)N(C)C(=O)NC1c1ccc(O)c(OC)c1` (stereo not drawn) gave D2 PAM 3, D2 antagonist -6, D1 agonist 4, TRHR enhancer 1, D2 ag 0.1, RXFP1 antag -9, D1 potentiator -2, RXFP1 ag 2.6% and D1 antag -1.
Cc1ccc(NC(=O)Nc2nnc(N(C)Cc3ccccc3)s2)c(C)c1 was read as D2 PAM 1, D1 agonist 4, TRHR enhancer -3, D2 ag -0.2, RXFP1 antag -6, D1 potentiator 0, RXFP1 ag 0.3% and D1 antag -41*.
`O=C(NCc1cccs1)C(=O)c1c[nH]c2ccccc12` gave D2 PAM 5, D2 antagonist -7, D1 agonist 4, TRHR enhancer -4, D2 ag -1.6, RXFP1 antag -9, D1 potentiator 3, RXFP1 ag 0.3% and D1 antag 1.
Screening COc1ccc(N2CCN(C(=O)c3cnc(SC)nc3C)CC2)cc1 returned D1 agonist 0, TRHR enhancer -1, RXFP1 antag -8, D1 potentiator -1, RXFP1 ag 3.0% and D1 antag -63*.
Cc1ccccc1C1C(C#N)=C(N)N(N(C)C)C2=C1C(=O)CC(C)(C)C2 (stereo not drawn) was read as D1 agonist 0, TRHR enhancer -1, RXFP1 antag 0, D1 potentiator 3, RXFP1 ag 1.1% and D1 antag -2.
`COc1cc(/C(O)=C(\C#N)c2nc3ccccc3[nH]2)cc(OC)c1OC` gave D2 PAM 15, D2 antagonist -2, D1 agonist 3, TRHR enhancer -1, D2 ag -0.3, RXFP1 antag -12, D1 potentiator 8, RXFP1 ag 0.3% and D1 antag -8.
For COc1ccccc1N1CCN(C2CCCN(C(=O)c3oc(C)cc3C)C2)CC1 (stereo not drawn) the results were D2 PAM -25, D2 antagonist 46*, D1 agonist 0, TRHR enhancer 0, D2 ag -0.7, RXFP1 antag 0, D1 potentiator -10, RXFP1 ag -3.0% and D1 antag -2.
Cc1cccc2cc(CN(Cc3ccco3)C(c3nnnn3CCc3ccccc3)C(C)C)c(=O)[nH]c12 (stereo not drawn) was read as D2 PAM 7, D2 antagonist -20, D1 agonist -2, TRHR enhancer -2, D2 ag 1.0, RXFP1 antag -1, D1 potentiator -4, RXFP1 ag 3.9% and D1 antag 6.
Screening COc1ccc(NC(=O)c2oc3cc(C)c(C)cc3c2C)c(OC)c1 returned D2 PAM -8, D2 antagonist -3, D1 agonist 1, TRHR enhancer 1, D2 ag 0.3, RXFP1 antag -3, D1 potentiator 4, RXFP1 ag -0.1% and D1 antag 1.
CCCSc1nc2c(c(=O)n(C)c(=O)n2C)n1C was read as D2 PAM -2, D2 antagonist -20, D1 agonist 3, TRHR enhancer -4, D2 ag -2.0, RXFP1 antag -1, D1 potentiator 1, RXFP1 ag inconclusive and D1 antag -12.
Cc1oc(-c2cccc(Cl)c2)nc1CN1CCC(C(=O)NCCCN2CCN(c3ccccc3F)CC2)CC1 was read as D2 PAM -22, D1 agonist 15, TRHR enhancer 1, RXFP1 antag 6, D1 potentiator -2, RXFP1 ag 1.2% and D1 antag -19.
Cc1ccccc1N1CCN(C(=O)NCc2cccc(Cl)c2)CC1 was read as D2 PAM 5, D2 antagonist -4, D1 agonist 6, TRHR enhancer 0, D2 ag -0.3, RXFP1 antag 3, D1 potentiator -9, RXFP1 ag -1.9% and D1 antag -5.
Screening COc1ccc(N(CC(=O)NCCc2cccc(C)c2)S(=O)(=O)c2c(C)noc2C)cc1 returned D2 PAM -3&4, D2 antagonist -15, D1 agonist 5&4, TRHR enhancer 0&-4, D2 ag 0.2&0.1, RXFP1 antag 5, D1 potentiator -1&0, RXFP1 ag 0.0%&-1.8% and D1 antag 2&-6.
`Cc1cc(C)cc(NC(=O)CCc2c(C)nc3c4cccnc4nn3c2C)c1` gave D2 PAM -3, D1 agonist 0, TRHR enhancer 2, D2 ag -1.0, RXFP1 antag -10, D1 potentiator -1, RXFP1 ag 4.2% and D1 antag -1.

The list is partial; the hit share may differ from the screen's.
